HT1080 IDH1KD tx: toxicity to HT-1080 IDH1 knockdown cells (counter line). HT-1080 IDH1 knockdown viability, ATP luminescence, 48 h. Potency, µM (series often up to 46.1 µM), for the others: top-dose activity, negative = toxicity, most hits filed as cytotoxic. hit rate 2% among 360,000. AID 686971;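 note: potency is the fitted concentration of half-maximal effect; 0% = DMSO wells and -100% = cell-free medium wells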
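Assay cells: HT-1080 with IDH1 knockdown, 750 per well, RPMI/5% FBS. Exposure: 48 h at 37 °C following 2 h pre-incubation. Read: CellTiter-Glo luminescence; fitted concentration-response, curve class assigned.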
D3 ag: agonists of human D3 dopamine receptor; P35462; D3R DiscoveRx beta-arrestin cells, luminescence, 90 min; max activation, %; hit rate 0.58% among 410,000; AID 652048; in the data active = max activation above about 30%; note: 0% is about no effect; mostly tested at two doses, the higher about 12 µM
Target sequence (P35462 whole entry, looked up): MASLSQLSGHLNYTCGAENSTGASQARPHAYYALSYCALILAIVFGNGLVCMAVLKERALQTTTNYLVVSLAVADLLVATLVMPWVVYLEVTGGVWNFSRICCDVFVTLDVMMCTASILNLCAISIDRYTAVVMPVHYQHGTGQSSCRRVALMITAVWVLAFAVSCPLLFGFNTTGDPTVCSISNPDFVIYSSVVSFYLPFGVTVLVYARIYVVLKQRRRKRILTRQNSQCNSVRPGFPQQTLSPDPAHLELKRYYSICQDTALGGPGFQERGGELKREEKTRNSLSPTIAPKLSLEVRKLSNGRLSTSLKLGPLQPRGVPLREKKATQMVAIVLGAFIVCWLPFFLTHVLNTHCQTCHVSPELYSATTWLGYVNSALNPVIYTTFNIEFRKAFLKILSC
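Agonist mode: compounds and dopamine controls were applied to plated cells for 90 min at 37 degrees C after an overnight attachment at 1500 cells/well. Luminescent read-out followed 30 - 60 minutes at room temperature with DiscoveRx detection reagent.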
SW480 rereplic: inducers of DNA re-replication in SW480 colon cancer cells; SW480 DNA re-replication, Hoechst DNA content imaging, 48 h; Potency, µM (series often up to 46.1 µM), for the others: at the top dose re-replication activation, hits mostly activators; hit rate 1.8% among 340,000; AID 624297; note: potency is the fitted concentration of half-maximal effect; % of control where 0% means no effect; nearly all actives have a fitted effect of over 55% in size
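Readout is total intensity of Hoechst-stained nuclei, excited at 405 nm and collected at 500-530 nm. Compound treatment lasted 48 hr at 37 C in 5% CO2 before staining.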
IL1B secr inh: blocks inflammasome-driven IL-1 beta release. THP-1 LPS/ATP IL-1B secretion, AlphaLISA, 16 h; active compounds read low. activity change, % at 57.5 µM. hit rate 4.7% among 360,000; in the data active = activity change below about -50%; inconclusive = mostly about -30% to -49%; note: % is set by controls: 0 for no effect and ±100 for the full control effect
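THP-1 cells pretreated 1 hr with compounds (up to 57.5 uM final), then stimulated with LPS (250 ng/mL final) plus ATP (1.25 mM final); secreted IL-1B measured by AlphaLISA after 16 hr, decreased signal indicating inhibition.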
KB-3-1 tox: KB-3-1 parental cell cytotoxicity; AID 1347075; KB-3-1 viability, CellTiter-Glo ATP luminescence, 72 h; hit rate 1.4% among 400,000; Potency, µM (titrated, usually from 46.1 µM), for the others: at the highest dose activity change, negative = cytotoxic, hits mostly cytotoxic; note: potency is the fitted concentration of half-maximal effect; % is set by controls: 0 for no effect and ±100 for the full control effect; nearly all actives have a fitted effect of over 60% in size
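72 h, 37 °C compound treatment of KB-3-1 parental cells; CellTiter-Glo added, 10 min, luminescence read. Data corrected against DMSO-only plates and normalized before curve fitting.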
MCF10A rerep: induces DNA re-replication in MCF 10a normal breast cells | MCF 10A DNA re-replication, Hoechst nuclear intensity, 48 h | Potency, µM (doses to about 46.1 µM), for inactives: top-dose activity, positive = re-replication, usual class: activators | hit rate 2.9% among 350,000; note: potency is the fitted concentration of half-maximal effect; % of control where 0% means no effect; nearly all actives have a fitted effect of over 50% in size
HT1080-NT tox: kills 2HG-producing HT-1080-NT fibrosarcoma cells. Potency, µM (series often up to 46.1 µM), without a hit: top-dose activity, negative = less viability, hits mostly cytotoxic. hit rate 1.6% among 360,000. AID 686970. HT-1080-NT fibrosarcoma viability, CellTiter-Glo ATP luminescence, 48 h;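 note: NT is the 2HG producing partner of a matched IDH1 knockdown line; potency is the fitted concentration of half-maximal effect; 0% = DMSO-treated cells and -100% = media-only wells without cells; nearly all actives have a fitted effect of over 55% in size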
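750 cells/well, RPMI + 5% FBS; 2 h settle, compound pin-transfer, 48 h at 37 degrees C. CellTiter-Glo 10 min RT, luminescence. Normalized to DMSO and media-only wells.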
KB-V1 MDR tox: kills drug-selected multidrug resistant KB-V1 cells; AID 1347076; hit rate 3.4% among 400,000; KB-V1 MDR cells viability, CellTiter-Glo, 72 h; Potency, µM (highest dose often 46.1 µM), inactives show at the highest dose activity change, negative = cytotoxicity, most hits filed as cytotoxic; note: potency is the fitted concentration of half-maximal effect; % is set by controls: 0 for no effect and ±100 for the full control effect; nearly all actives have a fitted effect of over 60% in size
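Readout: CellTiter-Glo luminescence, 10 min after addition. Cells: KB-V1 MDR subline, 72 h at 37 degrees C with compound. Analysis: corrected, normalized data fitted to concentration-effect curves.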
GLP1R cytotox: cytotoxic in the GLP-1 receptor inverse agonist counter-screen | HEK293 cAMP-luciferase reporter cells, luminescence, 24 h | Potency, µM (doses to about 38.3 µM), inactives show at the highest dose activity change, negative = inhibition, most hits filed as inhibitors | hit rate 0.13% among 410,000 | AID 624418;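 note: loss of luciferase light is scored as toxicity; potency is the fitted concentration of half-maximal effect; % is set by controls: 0 for no effect and ±100 for the full control effect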
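Cells in DMEM/10% Nu serum/1% pen-strep, 1536-well format. Pre-incubated 12 h, dosed with 23 nL compound, incubated a further 24 h. Luciferase detection, 12 min at room temp, luminescence.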
* hit, by the source's call; ? = inconclusive; / = not tested or not shown; & = joins results of further samples; [ ] = remark or other dose. Unless noted, calls come from the whole dose curve; as a rule, active = well fitted curve in the direction sought with a large enough effect; inconclusive = small, poorly fitted or top-dose-only effect, or another doubt; inactive = no such curve, though single readings can be large; an effect the other way counts as inactive or inconclusive. Outcome played no part in choosing rows (roughly 11% active in at least one column).

SMILES	HT1080 IDH1KD tx	D3 ag	SW480 rereplic	IL1B secr inh	KB-3-1 tox	MCF10A rerep	HT1080-NT tox	KB-V1 MDR tox	GLP1R cytotox
Cc1cc(C(F)F)n2nc(C(=O)Nc3cc(Cl)ccc3C)nc2n1	/	1	/	/	-3%	/	/	0%	1%
CSc1ccccc1NC(=O)COC(=O)CCCOc1ccc(C)cc1	6%	6	19%	14	7%	2%	3%	?	3%
CC(C)Nc1ccc(C(CC(N)=O)NC(=O)c2ccc(Br)cc2)cc1[N+](=O)[O-] (stereo unspecified)	-9%	-12	1%	0	-21%	26%	1%	11%	-9%
O=C(O)c1ccc(CSc2nc3ccc(NC(=O)c4ccccc4C(=O)O)cc3s2)cc1	9%	-5	?	0	9%	-18%	8%	17%	1%
CCOC(=O)N1CCN(C(=O)c2cnc3n(c2=O)CCS3)CC1	7%	5	0%	22	-7%	5%	12%	22%	-7%
Cc1ccc(-c2nc(CN(C)C)cc(CN(C)C)c2O)cc1	-4%	-2	-2%	-2	-3%	-1%	0%	2%	82%[activator]
O=C(COC(=O)c1n[nH]c(=O)c2ccccc12)Nc1ccccc1	-9%	-5	-2%	-8	1%	-6%	1%	15%	5%
CCc1ccc(OC(C)C(=O)N2CCC(c3nc4ccccc4s3)CC2)cc1 (stereo unspecified)	/	-3	/	/	?	/	/	15µM*	0%
Cc1cc(C)n2nc(SCC(=O)Nc3ccccc3C)nc2n1	28%	6&5	1%	-11	22%&5%	1%	23%	17%&2%	-11%&7%
CCCN(CCC)C(=O)c1cn(C)c2ccc(S(=O)(=O)N3CCCC3)cc2c1=O	5%	3	-6%	1	-2%	-4%	3%	22%	10%
CCOc1ccc(-c2nnn(CC(=O)Nc3cccc(OC)c3)n2)cc1OCC	-23%	3	30%	30	-2%	-2%	?	?	7%
COc1cccc(-c2csc3nnc(SCC(=O)NCc4cccs4)n23)c1	14%	16	-13%	-3	-13%	11%	2%	-7%	0%
Cc1ccc(C(=O)N/N=C/c2ccc(-c3ccc(Br)cc3[N+](=O)[O-])o2)o1	?	-7	-3%	-85*	-7%	5.8µM*	-1%	-19%	9%
CC1(C)CC[C@]2(C(=O)O[C@@H]3O[C@H](CO)[C@@H](O)[C@H](O)[C@H]3O)CC[C@]3(C)C(=CCC4[C@@]5(C)CC[C@H](O[C@@H]6O[C@H](C(=O)O)[C@@H](O[C@H]7OC[C@@H](O)[C@@H](O)[C@@H]7O)[C@H](O)[C@H]6O)C(C)(C)C5CC[C@]43C)[C@@H]2C1 (stereo partly specified)	9%	1	14%	18	0%	2%	16%	25%	0%
CSCCC(=O)N1CCCC(N2CCN(c3cccc(C(F)(F)F)c3)CC2)C1 (stereo unspecified)	-9%	0	8%	0	-3%	-1%	0%	-19%	-8%
NC12CC3CC(C1)CC(CC(=O)O)(C3)C2	-17%	4	1%	19	6%	-6%	3%	-3%	16%
CCOC(=O)N1CCC(NC(=O)c2ccc(NC(=O)C3CCCO3)cc2)CC1 (stereo unspecified)	15%	0	2%	4	8%	3%	7%	10%	3%
CCC(C(=O)NCCc1ccc(OC)c(OC)c1)n1nc(C)n2c(cc3occc32)c1=O (stereo unspecified)	7%	3	0%	6	6%	2%	6%	4%	1%
N#Cc1c(Nc2ccccc2)c(/C=N/N=C/c2ccccc2)c[nH]c1=O	3%	5	1%	23	-1%	-2%	2%	25%	-1%
Cc1csc(SC(C)C(=O)NCc2ccc3c(c2)OCO3)n1 (stereo unspecified)	5%	3	-2%	9	2%	-2%	6%	3%	8%[0.307 µM]
COc1ccc(C(=O)NCC(C)(C)CNC(=O)c2ccc(OC)c(OC)c2)cc1OC	-19%	1	-12%	-4	0%	0%	-6%	?	4%
O=C(CSc1nnc(CNC(=O)c2ccccc2F)o1)NC1CCCC1	16%	2	-9%	26	18%	1%	9%	6%	-3%
O=C(Nc1ccc(S(=O)(=O)NCc2cccnc2)cc1)c1ccco1	-1%	-3	-4%	22	-23%	12%	3%	-5%	-13%
COCCCNC(=O)C1CC(=O)N(CCc2ccc(OC)c(OC)c2)C1 (stereo unspecified)	8%	-5	0%	6	20%	-3%	12%	17%	2%
CC(=O)NC1C(OCc2cccc(Br)c2)OC(COC(C)=O)C(OC(C)=O)C1OC(C)=O (stereo unspecified)	4%	-3	0%	32	-2%	-45%[inhibitor]	-8%	0%	-12%
Cc1nn(C)cc1CN(C)S(=O)(=O)c1cccc([N+](=O)[O-])c1	-10%	3	-1%	0	0%	-11%	-9%	?	-3%
C=CCn1c(O)c(N=NC(=O)CNC(=O)c2cccs2)c2ccccc21	-10%	-5	11%	17	1%	?	-1%	-6%	-10%
Cc1c(C(=O)Nc2cccc(Cl)c2)oc2ccc(S(=O)(=O)N3CCC4(CC3)OCCO4)cc12	-2%	26	3.7µM*	0	?	5.8µM*	-3%	4.1µM*	2%
C=CCSc1nnc2c(n1)OC(C)=Nc1ccc(Br)cc1-2	-2%	0	-4%	37	1%	1%	-3%	-9%	4%
O=C(CCCc1ccccc1)NCc1ccc(F)cc1	1%	-2	1%	-6	-2%	-3%	6%	-2%	-4%

Entries of single compounds, looked up by structure:
C=CCSc1nnc2c(n1)OC(C)=Nc1ccc(Br)cc1-2 is listed as HT1080 IDH1KD tx: -2%; D3 ag: 0; SW480 rereplic: -4%; IL1B secr inh: 37; KB-3-1 tox: 1%; MCF10A rerep: 1%; HT1080-NT tox: -3%; KB-V1 MDR tox: -9%; GLP1R cytotox: 4%
Cc1csc(SC(C)C(=O)NCc2ccc3c(c2)OCO3)n1 (stereo unspecified) is listed as HT1080 IDH1KD tx: 5%; D3 ag: 3; SW480 rereplic: -2%; IL1B secr inh: 9; KB-3-1 tox: 2%; MCF10A rerep: -2%; HT1080-NT tox: 6%; KB-V1 MDR tox: 3%; GLP1R cytotox: 8%[0.307 µM]

Continued:
SMILES	HT1080 IDH1KD tx	D3 ag	SW480 rereplic	IL1B secr inh	KB-3-1 tox	MCF10A rerep	HT1080-NT tox	KB-V1 MDR tox	GLP1R cytotox
Cc1ccc(Nc2nc(CSc3nnc(-c4ccc(F)cc4)n3C)cs2)cc1	3%	3	?	0	?	13%	1%	6.5µM*	-18%
C=CCOc1ccc(-c2n[nH]c(=S)o2)cc1	20%	5	0%	19	-1%	0%	10%	-2%	?
O=C(NC1CCCCC1)C(CCc1ccccc1)n1c(=O)c(-c2ccccc2)nc2ccccc21 (stereo unspecified)	1%	-9	/	-5	4%	/	4%	-12%	-10%
FC(F)(F)c1cccc(CNC2CCN(Cc3ccccc3)CC2)c1	-3%	-13	17%	-7	-27%	?	-7%	-18%	2%
Cc1cccc(NC(=O)CSc2nnc(CN3CCOCC3)n2C)c1C	10%	2	-1%	8	1%	-6%	21%	?	0%
Nc1cccc(C(=O)Nc2cccc3ncccc23)c1	-6%	-3	7%	?	-2%	21%	-2%	-13%	28%
CC1(C)CC(=O)c2cc(OCC(=O)N3CCN(c4ccccc4F)CC3)ccc2O1	-9%	5	1%	-16	-5%	18%	-1%	?	?
CCCNC(=O)CCn1c(-c2ccc(C)cc2)cc(C(=O)OCC)c1C	5%	-3	1%	-16	-1%	-2%	4%	-16%	-14%
CCOC(=O)N1CCC(NC(=O)Cc2cn(C)c3ccccc23)CC1	11%	-11	0%	-5	-2%	2%	8%	-16%	-12%
COc1ccc(CNC(=O)C/C(C)=N/NC(=O)COc2cccc(C)c2)cc1	4%	4	-16%	22	18%	-9%	-1%	18%	3%
CN(CC(=O)NCc1ccc(F)cc1)Cc1ccc(Br)cc1	-4%	-4	?	-72*	8%	16%	-4%	-3%	2%
CCc1ccc(NC(=O)CS(=O)CC(=O)Nc2ccc(F)cc2F)cc1 (stereo unspecified)	?	-18	0%	32	2%	6%	-24%	14%	1%
Clc1cccc(Cl)c1Cn1cnc2c(NCc3ccco3)ncnc21	-16%	-10	10µM*	10	?	16µM*	?	3.5µM*	?
COc1ccc(-c2nc(NC(=O)C3CCN(c4nc5ccccc5o4)CC3)sc2C)cc1	?	0	?	-27	26µM*	20%	?	-12%	-26%
Cc1ccc(-c2nc3c4ccccc4n(CC(=O)N4CCN(c5ccccc5F)CC4)c(=O)n3n2)cc1	/	-3	/	/	6%	/	/	20%	-1%
CCCCN1C(Nc2ccccc2)=NC[C@@H]1CC(C)C	1%	0	-1%	-2	10%	7%	-1%	4%	2%
COc1cc(/C=C/C(=O)OCC(=O)NCCN2C(=O)CSC2=O)ccc1OCC#N	5%	-18	?	19	-5%	-3%	16%	-6%	4%
CSCCC(c1nc2ccccc2[nH]1)n1c(-c2ccc(C)cc2)nc2ccccc21 (stereo unspecified)	?	7	/	-13	1%	/	-5%	?	1%
O=C(CSc1ncnc2c1sc1ccccc12)Nc1ccc(Br)cc1	6%	-2	0%	-13	3%	?	6%	?	3%
O=C(NNC(=O)c1cccnc1)Nc1ccccc1	3%	-10	3%	8	8%	?	-6%	17%	-3%
O=C(CCc1nnc(Cc2ccc3c(c2)OCO3)o1)NCc1nc2ccccc2s1	-1%	-3	-2%	36	-3%	6%	-5%	-5%	6%
CN1CCC(OC(=O)COc2ccc(Cl)cc2Cl)CC1	12%	-14	-6%	12	-4%	-3%	13%	?	10%
O=C(NC1CCN(C(=O)Nc2ccccc2)CC1)C1CCCCC1	14%	-1	2%	7	14%	-6%	13%	?	3%
O=C1CCC([N+](=O)[O-])C(c2cc3c(cc2Cl)OCO3)N1 (stereo unspecified)	6%	-3	-113%[inhibitor]	2	0%	-4%	-1%	-17%	-1%
CCCCN(CCCNC(=O)CN1C(=O)COc2ccccc21)c1ccccc1	-12%	3	-2%	-9	-8%	2%	0%	-24%	?
O=C(NNc1ccccc1)c1ccc(Cl)c(Cl)c1	-9%	-2	1%	-10	-25%	?	?	18µM*	?
O=C(Nc1ccccc1NC(=O)c1ccccc1Cl)c1ccccc1Cl	1%	2	10%	0	-5%	4%	-5%	-6%	?

Screens: PubChem BioAssay, National Center for Advancing Translational Sciences (NCATS)
